Source: PubChem BioAssay
procasp7 counter: procaspase-7 activators, primary screen, counter-screen for procaspase-3 activator project, biochemical, absorbance, HTS, human. Caspase-7 (Homo sapiens), P55210. recombinant procaspase-7, Ac-DEVD-pNA absorbance 405 nm; D23A/D198A/D206A triple mutant, cannot self-cleave; scale: DMSO 0, 5 µM enzyme 100. activation, % at 8.5 µM. hit rate 0.093% among 330,000. AID 463210, 2010;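 active means percent activation above the screen-wide mean plus 3 SD, cut at about 25% in these data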
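buffer or medium = Zinc-free HEPES/NaCl buffer, pH 7.4 | material = Procaspase-7 triple mutant (PC-7 D3A) | input = 2 µM procaspase-7 mutant as dispensed | signal = Epi-absorbance of released pNA at 405 nm, two timepoints | timing = 1 h preincubation, 2 h reaction | replicates = singlicate compound testing | evaluation = % activation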
proCasp3 act: activators of human procaspase-3 D3A mutant, primary screen, biochemical, absorbance, PC-3 D3A mutant, single concentration; recombinant procaspase-3 D3A, Ac-DEVD-pNA absorbance 405 nm; activation, % at 8.5 µM; AID 463141, 2010; hit rate 0.11% among 330,000; Caspase-3 (Homo sapiens), P42574;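 active means activation above the mean of all tested compounds plus 3 SD, cut at about 21% in these data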;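 further: 0% = DMSO alone and 100% = DMSO wells spiked with extra 5 µM PC-3 D3A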
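System: Procaspase-3 D3A mutant. Medium: Zinc-free 300 mM NaCl, 50 mM HEPES, 0.01% Triton X-100. Schedule: 1 h preincubation plus 2 h reaction at 25 °C. Measured by: 405 nm absorbance of p-nitroaniline, reads at 0 and 120 min. Read-out: percent activation relative to control range.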
Fh CTSL1 inh: Fasciola hepatica cathepsin L1 inhibitors, primary screen, counter-screen for PFM18AAP inhibitor project, biochemical, QFRET, fluorogenic peptide substrate | recombinant F. hepatica cathepsin L1, Z-Leu-Arg-MCA fluorescence | inhibition, % at 5.96 µM | hit rate 0.49% among 300,000;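 active means inhibition above the mean of all tested compounds plus 3 SD, set per screening campaign, cut at about 17% in these data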;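 further: 0% = plate median of test compound wells and 100% = 1 µM Z-Phe-Ala-diazomethylketone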
JMJD2C inh: inhibitors of GASC-1 histone demethylase, primary screen, biochemical, fluorescence, DELFIA europium; GST-JMJD2C(1-420) H3K9me3 demethylation; inhibition, % at 2.35 µM; Lysine-specific demethylase 4C (Homo sapiens), Q9H3R0; hit rate 0.069% among 330,000;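 active means more than half of a compound's replicate wells show inhibition beyond 50%, single wells judged on their own value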;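 further: signal counts dimethyl H3K9 product captured on neutravidin plate; 0% = median of DMSO wells and 100% = 0.3 times that DMSO median; strong numbers were not always called active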
Target sequence (Q9H3R0 1-420 limits assumed): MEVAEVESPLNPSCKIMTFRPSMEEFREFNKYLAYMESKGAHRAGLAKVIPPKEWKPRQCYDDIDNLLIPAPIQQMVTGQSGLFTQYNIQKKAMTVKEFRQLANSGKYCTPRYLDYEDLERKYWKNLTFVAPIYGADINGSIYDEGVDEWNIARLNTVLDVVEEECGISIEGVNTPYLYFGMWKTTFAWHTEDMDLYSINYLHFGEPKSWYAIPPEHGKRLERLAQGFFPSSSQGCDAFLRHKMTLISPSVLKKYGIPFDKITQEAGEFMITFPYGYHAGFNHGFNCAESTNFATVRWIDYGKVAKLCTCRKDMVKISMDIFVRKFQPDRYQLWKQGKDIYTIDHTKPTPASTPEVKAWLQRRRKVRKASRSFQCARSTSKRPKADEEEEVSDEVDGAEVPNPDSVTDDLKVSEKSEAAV
Efflux pump mplx: inhibitors of Candida efflux pumps in yeast, primary screen, S. cerevisiae, Nile Red, multiplex; hit rate 0.44% among 330,000; S. cerevisiae Candida pump triplex; inhibition, % at 10 µM;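 active means plate passing quality check with inhibition over a set limit, or well fluorescence over plate mean plus 4 SD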;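 further: Nile Red retained in pooled yeast measured as flow cytometry median fluorescence; 0% = buffer negative control and 100% = Enniatin B positive control; higher means more Nile Red kept so more efflux inhibition; some compounds called inactive have numbers as strong as hits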
PP5 inh: PP5 phosphatase inhibitors, primary screen, biochemical, fluorescence. Serine/threonine-protein phosphatase 5 (Homo sapiens), P53041. purified PP5c, OMFP substrate fluorescence. inhibition, % at 6.7 µM. hit rate 0.18% among 320,000. AID 1987, 2009;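 active means inhibition above the campaign's mean inhibition across all tested compounds plus 3 SD, cut at about 9.5% in these data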;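 further: 0% = DMSO only and 100% = 100 µM cantharidin control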
Target sequence (P53041 whole entry, looked up): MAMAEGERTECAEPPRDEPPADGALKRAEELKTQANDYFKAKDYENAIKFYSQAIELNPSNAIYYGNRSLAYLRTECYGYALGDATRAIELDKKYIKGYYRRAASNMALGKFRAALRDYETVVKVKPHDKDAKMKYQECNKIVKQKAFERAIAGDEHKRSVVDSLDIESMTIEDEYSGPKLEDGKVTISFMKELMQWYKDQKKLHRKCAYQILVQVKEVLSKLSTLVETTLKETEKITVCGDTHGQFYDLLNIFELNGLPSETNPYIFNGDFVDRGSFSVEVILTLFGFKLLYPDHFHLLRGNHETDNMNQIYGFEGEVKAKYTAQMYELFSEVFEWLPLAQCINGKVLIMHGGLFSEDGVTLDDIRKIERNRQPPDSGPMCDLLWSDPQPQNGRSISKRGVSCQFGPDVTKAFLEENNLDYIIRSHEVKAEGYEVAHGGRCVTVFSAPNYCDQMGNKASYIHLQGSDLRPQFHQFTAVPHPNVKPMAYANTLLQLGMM
HCV core dimer: inhibitors of HCV core protein dimerization, primary screen, biochemical, TR-FRET, high-throughput. TR-FRET GST/Flag-core106 dimerization, 1536-well. inhibition, % at 5 µM. hit rate 0.33% among 300,000. AID 1899, 2009;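 active means inhibition above the mean of all tested compounds plus 3 SD, set per screening campaign, cut at about 45% in these data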
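Material: Tagged HCV core106 pair (GST and Flag) | Amount: GST-core106 13.5 nM, Flag-core106 17 nM | Medium: KF-containing HEPES buffer, pH 7.45, DTT, CHAPS, BSA | Reagent: Eu donor and XL665 acceptor anti-tag antibodies | Schedule: 4 h at 22.5 °C | Technique: Time-resolved FRET, ex 340 nm, em 617 and 671 nm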
TPT1 inhibitor: Candida albicans TPT1 enzyme inhibitors, primary screen, biochemical, fluorescence polarization; hit rate 0.81% among 300,000; tRNA 2'-phosphotransferase TPT1 (Candida albicans SC5314); recombinant caTPT1, FP RNA substrate dephosphorylation; inhibition, % at 5 µM;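 active means inhibition above the mean of all tested compounds plus 3 SD, set per screening campaign, cut at about 24% in these data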;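 further: plate controls were DMSO alone for no effect and ferristatin control at 100 nM for full effect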
PP1 counter: PP1-alpha phosphatase inhibitors, primary screen, counter-screen for PP5 inhibitor project, biochemical, fluorescence, OMFP substrate, single point; Serine/threonine-protein phosphatase PP1-alpha catalytic subunit (Homo sapiens), P62136; purified PP1alpha; inhibition, % at 6.7 µM; hit rate 0.9% among 320,000;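 active means inhibition above the mean inhibition of all tested compounds plus 3 SD, computed separately for each screening campaign, cut at about 15% in these data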
Starred values were filed as active, the others as inactive; · = no result given. Not a hit list (roughly 2.9% active in at least one column).

SMILES	procasp7 counter	proCasp3 act	Fh CTSL1 inh	JMJD2C inh	Efflux pump mplx	PP5 inh	HCV core dimer	TPT1 inhibitor	PP1 counter
CCN1CCN(C(=O)CCc2nc3ccccc3c(=O)[nH]2)CC1	-1	5	-3	-24	0.1	-0.7	-1	-3	-8
CC(=O)N1CCc2c(sc(NC(=O)CCS(=O)(=O)c3ccc(C)cc3)c2C#N)C1	4	13	-2	-8	0.0	0.9	-2	-2	-2
CC(=O)c1cccc(N(C(=O)CNC(=O)c2ccco2)C(C(=O)NCC2CCCO2)c2ccccc2)c1 (stereo unspecified)	11	2	0	4	-0.2	0.7	1	-4	-3
O=C(COC(=O)c1ccc(O)cc1)Nc1ccc(Cl)cc1	5	-2	1	34	-0.1	3.8	-5	-4	9
CN(CC(=O)Nc1ccc(F)cc1)C(=O)COC(=O)CN1C(=O)NC2(CCCC2)C1=O	1	-5	-2	-3	-0.1	-8.0	-5	-1	-11
COc1cccc2c1C(=O)CC1C2CCC2CC(=O)CCC21C (stereo unspecified)	-11	-6	-3	16	0.0	1.7	-6	1	2
O=C(O)c1cc(S(=O)(=O)Nc2ccc3cn[nH]c3c2)ccc1Br	-14	3	·	0	0.1	4.9	·	·	3
CCN1CCN(CCCNC(=O)CCC(=O)N2CCOc3ccc(Cl)cc32)CC1	2	-7	-3	1	-0.1	1.0	13	-3	-3
Cc1cc(C)c(OCC(=O)Nc2ccccn2)c([N+](=O)[O-])c1	-6	-10	-2	8	0.2	-0.1	-1	-5	-2
O=C(Nc1cc(S(=O)(=O)Nc2ccc(Cl)cc2)ccc1O)c1ccc(S(=O)(=O)N2CCCCCC2)cc1	-20	1	0	2	0.0	-3.1	24	0	2
Cn1c(=O)[nH]c(=O)c2c1nc(NN)n2CCOc1ccccc1	2	0	0	0	-0.1	-1.9	15	8	1
O=C(NC(=S)Nc1ccc(S(=O)(=O)Nc2ncccn2)cc1)c1cccc(Br)c1	-12	-2	5	-26	-0.1	3.1	5	-2	2
COc1cc(C(=O)NCc2ccc(-c3nc4ccccc4s3)cc2)cc(OC)c1OC	2	-1	2	-5	-0.2	0.9	8	1	2
COc1ccc(NC(=O)CC(C)CC(=O)NCc2ccccc2)c(OC)c1 (stereo unspecified)	-7	1	-1	1	-0.1	-4.3	-1	0	0
CCCCc1cc(=O)oc2c3c(cc(OCC(=O)N4CCC[C@H]4C(=O)O)c12)OC(C)(C)CC3	7	10	1	-6	0.2	3.9	4	-2	-3
COc1cccc(OC)c1OCC(C)CNCC1CCCO1 (stereo unspecified)	2	3	0	3	0.2	0.7	-2	-1	4
CCOCCCNC(=O)c1cc2c(=O)n(CC)c3ccccc3c2s1	6	0	4	-6	-0.1	1.2	2	-2	2
Cc1ccc(CN2CCN(Cc3cnc(C)s3)CC2CCO)cc1 (stereo unspecified)	-7	4	3	5	0.2	1.5	-1	-3	-4
COc1ccc(CCNC(=O)c2ccc(N(C)S(=O)(=O)c3ccc(C)cc3)cc2)cc1	-8	2	6	-13	-0.1	1.5	3	-7	7
COCc1nc2ccccc2n1Cc1cccc(C)c1	-3	4	-2	2	0.2	2.5	1	0	2
O=C(CCCSc1nnnn1-c1cccc2ccccc12)c1ccc(F)cc1	-9	11	1	-17	0.0	1.1	2	0	5
Cc1cc(OCCCn2cnc3ccccc3c2=O)ccc1[N+](=O)[O-]	9	7	1	7	-0.2	3.1	-1	0	-3
Cc1ccc(C(=O)N/C(=C/c2ccco2)C(=O)N2CCCCCC2)cc1	6	9	-1	12	0.1	3.8	-3	5	0
Cc1nn(-c2ccc(Cl)cc2)c2sc(C(=O)c3c(N)n(C)c(=O)n(C)c3=O)cc12	3	3	4	10	0.2	1.5	-72	-5	0
Cc1ccc2nc(NNC(=O)c3ccc(S(=O)(=O)N4CCc5ccccc5C4)cc3)sc2c1	-12	-2	0	12	-0.3	1.1	38	-1	29*
COc1cc(/C=N/NC(=O)CCC(=O)Nc2ccc(F)cc2)ccc1O	-3	7	3	-8	0.0	-2.4	-10	-3	0
CCN(CC)C(=O)COc1c(-c2ccco2)oc2ccccc2c1=O	4	-2	3	6	0.2	7.7	1	4	3
O=C(CCSCCC(=O)NCc1ccc(F)cc1)NCc1ccc(F)cc1	-3	-5	-5	7	0.2	1.8	9	-3	0
CN(Cc1c(C(=O)N/N=C/c2cccc(Cl)c2)nnn1-c1nonc1N)c1ccccc1	-6	8	1	6	-0.2	4.3	13	0	6
CCc1cc(=O)oc2cc(C)cc(OC(C)C(=O)NCc3ccccn3)c12 (stereo unspecified)	0	1	0	-1	-0.1	-0.4	-7	-3	-1
Cc1ccc(C(=O)OCC(=O)Nc2ccccc2)cc1S(=O)(=O)N1CCCCC1	-1	2	·	3	-0.1	1.3	·	·	-1
Cc1ccc(CNS(=O)(=O)NCc2ccc(Cl)cc2)cc1	5	7	-4	4	0.1	-0.3	9	-1	-2
O=C1CC[C@@H](C(=O)N2CSC[C@H]2C(=O)O)N1	-5	5	-3	-40	0.0	1.3	8	2	-5
COc1cccc(NC(=O)COC(=O)c2c(F)cccc2Cl)c1	-4	4	-8	0	0.0	1.1	-1	0	-1
CCOC(=O)c1cnc2cc(-c3ccc(C)cc3)nn2c1-c1ccccc1	7	6	4	28	-0.1	1.5	3	-12	0
O=C(c1cccnc1)N1CCN(S(=O)(=O)c2ccc(Cl)cc2)CC1	-5	5	-3	6	0.2	2.7	-3	3	-3
Cc1nc(/C=C/c2ccccc2)cc(/C=C/c2ccccc2)n1	10	4	0	-5	0.4	0.9	-1	2	-2
COc1ccc(C(N)=O)cc1N	-1	-3	-2	0	0.0	-0.2	1	2	0
Cc1nc2sc3c(c2c(=O)n1/N=C/c1cccnc1)CCCC3	3	8	-2	-1	-0.1	2.2	-1	-4	-2
O=c1[nH]c2c(s1)C(c1cccnc1)C1C3CCC(C3)C1S2 (stereo unspecified)	-1	7	2	0	0.2	1.5	0	-2	-2
Clc1ccc2[nH]cc(-c3nnnn3-c3ccccc3)c2c1	2	3	-2	-12	-0.1	8.1	-3	-4	0
COc1cc(OC)cc(C(=O)Nc2ccccc2C(=O)NC2CC2)c1	-1	2	·	-2	-0.2	-0.4	·	·	-6
CC(=O)Nc1ccc(CCc2nc3ccccc3[nH]2)cc1	-11	1	1	-14	-0.1	-0.6	-6	-2	4
COc1ccc(Cl)cc1NC(=S)N1CCN(S(C)(=O)=O)CC1	-22	-9	7	19	-0.1	-4.7	-5	-1	0
CC1(C)CC(NC2C3CC4CC(C3)CC2C4)CC(C)(C)N1 (stereo unspecified)	-2	-11	-2	-2	0.0	0.6	-1	2	-2
OCCN(Cc1ccccc1)CC1CCCCC1	-2	8	-1	4	-0.1	0.9	-7	-2	1
O=C(CN1C(=O)NC2(CCc3ccccc32)C1=O)NCc1ccccc1Cl (stereo unspecified)	0	10	·	6	-0.2	0.7	·	·	-5
COc1ccccc1OCc1ccc(C(=O)c2ccccc2)cc1	11	4	6	-11	-0.2	0.8	-7	-9	0
O=C(COc1ccc(F)cc1)NNC(=O)Cn1ccc(C(F)(F)F)n1	-6	4	·	-8	0.3	·	·	·	·
CCN(CC)C1CCCCC1NS(=O)(=O)c1ccc(Cl)cc1 (stereo unspecified)	1	1	3	19	0.0	0.4	-1	-3	0
Cc1cccc2cc(COC(=O)C(C)C)c(=O)[nH]c12	-1	7	2	0	-0.2	1.4	-1	1	2
COc1cccc(/C=C(/C(=O)OCC(=O)NC2CCCC(C)C2C)c2ccccc2)c1 (stereo unspecified)	-4	-1	2	5	0.0	-1.7	3	-1	12
CC(=O)c1ccc(NC(=O)C(C)OC(=O)CCCN=C2NS(=O)(=O)c3ccccc32)cc1 (stereo unspecified)	2	-4	-24	4	0.1	-1.0	0	-1	-4
O=C(N/N=C/c1ccc2c(c1)OCO2)C1CC1	-4	9	-4	10	0.3	-2.5	-5	-2	-16
COc1c(F)c(F)c(C(=O)O)c(Nc2ccc(C)cc2)c1F	14	0	1	-3	-0.1	1.7	-2	-1	4
CC(OC(=O)c1ccccn1)C(=O)Nc1nc(-c2ccc(F)c(F)c2)cs1 (stereo unspecified)	13	0	·	-5	-0.2	·	·	·	·
CC(=O)c1c(-c2ccccc2)c2cc([N+](=O)[O-])ccc2[nH]c1=O	1	-1	4	3	1.1	2.7	-40	5	-4
O=C1NCCCN1Cc1ccc(F)cc1	11	5	-2	0	0.1	0.9	-4	3	-1
CCCCc1nc(NCCN2CCOCC2)c(C#N)c2c1COC(C)(C)C2	7	-5	2	0	-0.1	0.4	0	-3	0
CCOC(=O)C1C(c2ccccc2Cl)NC(=O)N(C)C1(O)C(F)(F)F (stereo unspecified)	-16	-2	-7	0	-0.1	5.7	2	4	-3

In the list so far, two contain a cyano group.
SMILES	procasp7 counter	proCasp3 act	Fh CTSL1 inh	JMJD2C inh	Efflux pump mplx	PP5 inh	HCV core dimer	TPT1 inhibitor	PP1 counter
CC(=O)N1CCc2c(sc(NC(=O)CCS(=O)(=O)c3ccc(C)cc3)c2C#N)C1	4	13	-2	-8	0.0	0.9	-2	-2	-2
CCCCc1nc(NCCN2CCOCC2)c(C#N)c2c1COC(C)(C)C2	7	-5	2	0	-0.1	0.4	0	-3	0

The listing continues:
SMILES	procasp7 counter	proCasp3 act	Fh CTSL1 inh	JMJD2C inh	Efflux pump mplx	PP5 inh	HCV core dimer	TPT1 inhibitor	PP1 counter
O=C(O)COc1ccc(NC(=O)c2ccco2)cc1	-1	-1	7	-6	-0.2	2.0	-3	-2	-4
COc1ccc(NC(=O)c2oc3ccc(S(=O)(=O)N4CCOCC4)cc3c2C)cc1	4	-1	-5	12	0.0	-0.8	6	-4	-4
COc1cc(NC(=S)N2CCN(C(=O)C3CCCO3)CC2)c(OC)cc1Cl (stereo unspecified)	-17	-4	0	1	0.1	2.3	-4	-4	-1
CC(Sc1nnc(-c2ccc(OC(F)F)cc2)n1N)C(=O)NCC1CCCO1 (stereo unspecified)	6	0	-3	-1	0.1	-1.6	2	-1	-4
